Bioassay records from PubChem BioAssay.
Cdc25B inh: human M-phase inducer phosphatase 2 inhibition; AID 368; P30305; recombinant Cdc25B, OMFP fluorescence Ex485/Em525; inhibition, %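 (compounds tested at 10 µM final in the well)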; hit rate 0.1% among 65,000; in the data active = inhibition above about 50%
TNAP act DEA: activates human TNAP at intermediate phosphate acceptor concentration; AID 813; 64,000 tested, under 10 active; purified TNAP, CDP-star luminescence, 100 mM DEA, 30 min; stronger effect = higher value; scale: 0 levamisole-inhibited, 1 vehicle-only enzyme; P05186; activation factor at 20 µM;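 active = activation factor of at least 2 at 20 µM, relative to controls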
Target sequence (P05186 whole entry, looked up): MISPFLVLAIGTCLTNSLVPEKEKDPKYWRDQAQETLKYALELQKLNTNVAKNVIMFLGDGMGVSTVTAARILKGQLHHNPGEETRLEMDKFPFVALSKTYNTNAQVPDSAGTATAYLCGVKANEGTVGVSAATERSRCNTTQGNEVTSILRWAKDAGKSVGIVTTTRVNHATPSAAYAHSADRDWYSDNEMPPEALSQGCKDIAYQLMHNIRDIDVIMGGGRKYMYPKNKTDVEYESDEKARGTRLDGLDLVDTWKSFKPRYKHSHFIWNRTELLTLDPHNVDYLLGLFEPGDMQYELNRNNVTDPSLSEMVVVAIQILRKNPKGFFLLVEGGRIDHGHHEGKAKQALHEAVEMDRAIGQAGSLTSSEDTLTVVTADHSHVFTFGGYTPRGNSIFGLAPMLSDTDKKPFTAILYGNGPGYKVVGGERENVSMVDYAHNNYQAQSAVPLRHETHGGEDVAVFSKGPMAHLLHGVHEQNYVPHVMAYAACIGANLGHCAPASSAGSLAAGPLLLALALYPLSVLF
MKP-1 inh: human dual specificity phosphatase 1 inhibition; recombinant MKP-1, OMFP hydrolysis fluorescence; hit rate 0.15% among 65,000; inhibition, %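 (compounds tested at a single concentration somewhere between 10 and 100 µM)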;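 active = inhibition above about 50%, limit read from the data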;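 also: 0% = DMSO max control wells and 100% = wells with enzyme stopped by NaOH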
Target sequence (P28562 whole entry, looked up): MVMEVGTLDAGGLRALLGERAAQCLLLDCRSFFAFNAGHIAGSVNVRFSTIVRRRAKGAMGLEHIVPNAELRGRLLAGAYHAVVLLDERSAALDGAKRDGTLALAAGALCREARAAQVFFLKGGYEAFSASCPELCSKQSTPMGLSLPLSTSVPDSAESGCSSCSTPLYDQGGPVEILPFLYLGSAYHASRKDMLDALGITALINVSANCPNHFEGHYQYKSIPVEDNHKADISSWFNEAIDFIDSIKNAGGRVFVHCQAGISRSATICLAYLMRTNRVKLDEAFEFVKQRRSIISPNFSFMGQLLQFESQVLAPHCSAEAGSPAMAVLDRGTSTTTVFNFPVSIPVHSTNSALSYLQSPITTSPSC
* = called active by the depositor; / = not tested or not shown; & = joins results of further samples.

SMILES | Cdc25B inh | TNAP act DEA | MKP-1 inh
CO/N=C(\C(=O)N[C@@H]1C(=O)N2C(C(=O)O)=C(COC(N)=O)CS[C@H]12)c1ccco1 | -13 | / | 16
CCCCS(=O)(=O)NC1=NCN(CC)CN1 | -5 | / | 16
C#C[C@]1(O)CC[C@H]2[C@@H]3CCc4cc(OC)ccc4[C@H]3CC[C@@]21C | -10 | / | 7
NC(=O)c1cccnc1 | 4 | / | 15
O=C(O)CN(CCO)CCN(CC(=O)O)CC(=O)O | -7&-16 | / | 13&8
CCOC(=O)c1[nH]c(C(=O)O)c(CCC(=O)OC)c1C | -1 | / | 26
CC(=O)NC(NC(C)=O)c1ccc(Br)cc1 | 2 | / | -7
CO[C@@]1(NC(=O)Cc2cccs2)C(=O)N2C(C(=O)O)=C(COC(N)=O)CS[C@@H]21 | 1 | / | 16
O=C1OCc2cccc3cccc1c23 | -1 | / | -5
Cc1ccc(C2CC(c3ccco3)n3ncnc3N2)cc1 (configuration not stated) | / | 1 | /
COCCCNc1c2c3c(cccc3[nH]c1=O)C(=O)c1ccccc1-2 | / | 0.9 | /
COc1ccc(OC)c(C(=O)c2ccc(C(=O)O)cc2)c1 | -15 | 1 | 9
CCCCCCOC(=O)Sc1nc2ccccc2o1 | -3 | 0.9 | 11
CS(=O)(=O)N(CC(=O)NCC1CCCO1)c1ccc(Cl)c(Cl)c1 (configuration not stated) | -5 | 0.9 | 8
O=C1NCC2=C1C(c1ccc(Br)cc1)Nc1ccccc1N2 (configuration not stated) | -6 | 0.9 | 13

Whole records, quoted from the list:
`CCCCS(=O)(=O)NC1=NCN(CC)CN1` as listed: Cdc25B inh = -5; TNAP act DEA = /; MKP-1 inh = 16
`CC(=O)NC(NC(C)=O)c1ccc(Br)cc1` as listed: Cdc25B inh = 2; TNAP act DEA = /; MKP-1 inh = -7

(continued)
SMILES | Cdc25B inh | TNAP act DEA | MKP-1 inh
CCc1nnc(NCn2nc(C)cc2C)s1 | -20 | 0.9 | 0
COc1ccc(C(=O)c2c[nH]c3ccccc23)cc1 | -13 | 0.9 | 6
COc1ccc2c(C)c(C(=O)NCC(C)O)oc2c1OC (configuration not stated) | -15 | 1 | 3
O=C(O)c1ccccc1C(=O)OCc1ccccc1 | 4 | 0.9 | 16
O=C(O)CN(c1ccccc1F)S(=O)(=O)c1ccccc1 | -6 | 0.9 | -3
COc1ccc(CCNC(=O)C2CC(=O)N(c3ccc(F)cc3)C2)cc1OC (configuration not stated) | -4 | 0.9 | 6
O=C1c2ccccc2-c2c1cccc2C(=O)N1CCN(C(=O)c2ccco2)CC1 | 0 | 0.9 | 9
c1cncc(CNc2nc(N3CCOCC3)nc(N3CCOCC3)n2)c1 | -10 | 0.9 | -1
COc1ccc(OC)c(NS(=O)(=O)c2ccc(NC(=O)C3COc4ccccc4O3)cc2)c1 (configuration not stated) | -14 | 0.9 | 11
CCOC(=O)c1sc(NC(=O)CSc2nnc3c4ccccc4n(CC)c3n2)nc1C | -11 | 0.9 | 5
CCO/C=N/c1c(C#N)c(CC#N)nn1-c1ccccc1 | -5 | 0.9 | 5
COc1ccccc1N1CCN(Cc2ccc(OC)c3ccccc23)CC1 | -27 | 0.9 | -7
COc1ccc(C2CC(c3ccccc3)Nc3ncnn32)cc1 (configuration not stated) | -2 | 1 | 6
CS(=O)(=O)N(CC(=O)N1CCCC1)c1ccc(Cl)c(Cl)c1 | -3 | 0.9 | 14
CC1(C)CC(=O)c2cc(C(=O)N3CCN(CCO)CC3)c(=O)n(-c3ccc(Cl)cc3)c2C1 | 1 | 0.9 | 16
O=C(NCc1ccco1)N1c2ccccc2Sc2ccccc21 | -8 | 0.9 | 8
COc1ccc(C(=O)n2nc(C)cc2C)cc1Br | -14 | 0.9 | 4
COc1ccc(Nc2ccc3c(c2)=NC2(CCCCC2)[N+]=3[O-])cc1 | 13 | 0.8 | 17
O=C(NC1CCCCC1)c1cccc(S(=O)(=O)N2CCOCC2)c1 | -1 | 0.9 | 4
CC(=O)OC(C#CCN1CCOCC1)c1ccccc1 (configuration not stated) | -8 | 0.9 | 7
C=CCNC(=O)C1CC=CCC1C(=O)O (configuration not stated) | -12 | 1 | 12
CCOc1ccc(Br)cc1/C=N/O | -6 | 1 | 14
CSc1nc2ccc(S(=O)(=O)NC3CCCCC3)cc2s1 | -14 | 0.9 | 12
CCCCOC(=O)C1C2C=CC3(CN(CCc4ccccc4)C(=O)C13)O2 (configuration not stated) | -9 | 1 | 7
CCCS(=O)(=O)N1CCN(C(=O)c2ccco2)CC1 | -14 | 0.9 | 18
O=C(NCCCc1ccccc1)c1ccccc1O | -2 | 0.9 | 5
O=S(=O)(c1cccc(-c2nnc(-c3ccc(Br)cc3)o2)c1)N1CCCCCC1 | 1 | 0.9 | 8
C=CCc1c(C)nc(SCC(=C)C)[nH]c1=O | -12 | 0.9 | 9
CCOC(=O)C1=C(C)NC(=O)NC1c1ccc(Br)s1 (configuration not stated) | -13 | 0.9 | 6
Cc1nn(-c2ccccc2)c(N2CCCCC2)c1/C=N/O | -4 | 0.9 | 8
O=C(Nc1ccccn1)c1cccc(S(=O)(=O)N2CCCCC2)c1 | 0 | 0.9 | 5
CCCc1nc(C)c(-c2ccc(OC)c(OC)c2)c(=O)[nH]1 | -6 | 0.9 | 7
Cc1cc(N2CCN(S(=O)(=O)c3ccc(Cl)cc3)CC2)c2ccccc2n1 | -12 | 1 | 19
O=C(Nc1ccccc1Oc1ccccc1)c1ccc(Br)o1 | -15 | 0.8 | 10
CCc1ccc(C2CC(c3ccccc3)n3ncnc3N2)cc1 (configuration not stated) | -11 | 0.9 | -1
CCCc1cc(=O)[nH]c(SCC(=O)NC2CCCCC2)n1 | -6 | 1 | 5
CN1CCN(CCC(=O)Nc2ccc(F)c(F)c2)CC1 | -5 | 1 | 5
O=C(c1cc2ncc(Br)cn2n1)N1CCOCC1 | -15 | 0.9 | 4
O=C(c1cccs1)n1cc(C(=S)N2CCOCC2)c2ccccc21 | -15 | 0.9 | -2
CC(=O)Nc1c(Cl)n(C(C)=O)c2ccccc12 | -1 | 0.8 | -1
Cc1cccc(Cn2c(N(C)CCO)nc3c2c(=O)[nH]c(=O)n3C)c1 | -6 | 0.9 | 4
COc1cc(S(=O)(=O)NCc2ccc3c(c2)OCO3)ccc1Cl | -27 | 0.9 | 6
COCCNC(=O)COc1ccc(C)c(C)c1 | -11 | 1 | 16
CCOC(=O)c1c(NC(=O)c2cccs2)sc2c1CCCC2 | -22 | 0.9 | 4
CC(=O)NC1C(=O)N=C(SCc2ccccc2)NC1=O (configuration not stated) | -2 | 0.9 | 9

Exported with values under each structure: part of the list above.
The line under a structure holds: Cdc25B inh	TNAP act DEA	MKP-1 inh
> CSc1nc2ccc(S(=O)(=O)NC3CCCCC3)cc2s1
 : -14	0.9	12
> CCCCOC(=O)C1C2C=CC3(CN(CCc4ccccc4)C(=O)C13)O2 (configuration not stated)
 : -9	1	7
> CCCS(=O)(=O)N1CCN(C(=O)c2ccco2)CC1
 : -14	0.9	18
> O=C(NCCCc1ccccc1)c1ccccc1O
 : -2	0.9	5
> O=S(=O)(c1cccc(-c2nnc(-c3ccc(Br)cc3)o2)c1)N1CCCCCC1
 : 1	0.9	8
> C=CCc1c(C)nc(SCC(=C)C)[nH]c1=O
 : -12	0.9	9
> CCOC(=O)C1=C(C)NC(=O)NC1c1ccc(Br)s1 (configuration not stated)
 : -13	0.9	6
> Cc1nn(-c2ccccc2)c(N2CCCCC2)c1/C=N/O
 : -4	0.9	8
> O=C(Nc1ccccn1)c1cccc(S(=O)(=O)N2CCCCC2)c1
 : 0	0.9	5
> CCCc1nc(C)c(-c2ccc(OC)c(OC)c2)c(=O)[nH]1
 : -6	0.9	7
> Cc1cc(N2CCN(S(=O)(=O)c3ccc(Cl)cc3)CC2)c2ccccc2n1
 : -12	1	19
> O=C(Nc1ccccc1Oc1ccccc1)c1ccc(Br)o1
 : -15	0.8	10
> CCc1ccc(C2CC(c3ccccc3)n3ncnc3N2)cc1 (configuration not stated)
 : -11	0.9	-1
> CCCc1cc(=O)[nH]c(SCC(=O)NC2CCCCC2)n1
 : -6	1	5
> CN1CCN(CCC(=O)Nc2ccc(F)c(F)c2)CC1
 : -5	1	5
> O=C(c1cc2ncc(Br)cn2n1)N1CCOCC1
 : -15	0.9	4
> O=C(c1cccs1)n1cc(C(=S)N2CCOCC2)c2ccccc21
 : -15	0.9	-2
> CC(=O)Nc1c(Cl)n(C(C)=O)c2ccccc12
 : -1	0.8	-1
> Cc1cccc(Cn2c(N(C)CCO)nc3c2c(=O)[nH]c(=O)n3C)c1
 : -6	0.9	4
> COc1cc(S(=O)(=O)NCc2ccc3c(c2)OCO3)ccc1Cl
 : -27	0.9	6
> COCCNC(=O)COc1ccc(C)c(C)c1
 : -11	1	16
> CCOC(=O)c1c(NC(=O)c2cccs2)sc2c1CCCC2
 : -22	0.9	4
> CC(=O)NC1C(=O)N=C(SCc2ccccc2)NC1=O (configuration not stated)
 : -2	0.9	9

New compounds follow
SMILES | Cdc25B inh | TNAP act DEA | MKP-1 inh
CCCS(=O)(=O)N1CCN(C(=O)c2ccc(-c3ccccc3)cc2)CC1 | -21 | 1 | 6
COc1ccc(CN2CCN(C(=O)c3cc(OC)c(OC)c(OC)c3)CC2)cc1OC | -1 | 0.9 | 1
c1ccc(OCc2nn3c(-c4ccccn4)nnc3s2)cc1 | -9 | 1 | -8
COc1cc2c(cc1OC)CN(C(=O)C(C)(C)C)CC2 | -16 | 0.9 | 3
COc1ccc(-n2c3c(cc(C(=O)N4CCN(CCO)CC4)c2=O)C(=O)CC(C)(C)C3)cc1 | -8 | 1 | 8
CCOc1ccc(C2CC(c3cccc(C)c3)n3ncnc3N2)cc1 (configuration not stated) | -13 | 1 | -3
CCOC(=O)c1ccc(CNC(=O)CCC(=O)O)cc1 | -12 | 0.9 | 0
O=S(=O)(c1ccc(Cl)c(Cl)c1)N1CCc2nc3ccccc3n2CC1 | -5 | 1 | 28
O=C(C1COc2ccccc2O1)N1CCCC1 (configuration not stated) | -10 | 0.9 | -1
CCOC(=O)Cn1c(-c2nonc2NC(=O)c2ccccc2F)nc2ccccc21 | -10 | 1 | 14
CCOC(=O)N1CCC(N2CCN(c3cc(C)ccc3C)CC2)CC1 | 1 | 1 | 16
CCN1CCN(C(=O)Nc2cccc3ccccc23)CC1 | -6 | 0.9 | 5
N=c1n(-c2ccccc2)c(O)cc(=O)n1-c1ccccc1 | 3 | 1 | 9
CCOC(=O)N1CCN(C(=O)CN(C2CCCCC2)S(=O)(=O)c2ccc(F)cc2)CC1 | -24 | 0.9 | 7
O=C(c1ccc(O)cc1)c1ccc(Cl)cc1 | -16 | 0.9 | 5
Cc1nn(-c2ccccc2)c(-c2ccccc2)c1C(=O)O | -6 | 1.1 | 4
Cc1ccccc1C1CC(c2ccc(Br)cc2)Nc2nc(N)nn21 (configuration not stated) | 2 | 0.8 | 17
O=C(/C=C/N1CCOCC1)c1cc2ccccc2o1 | -11 | 1 | -2
Cc1onc(-c2ccccc2)c1C(=O)N1CCc2ccccc21 | -7 | 0.9 | 14
Cc1cc(C)nc(NS(=O)(=O)c2ccc(NC(=O)c3cccs3)cc2)n1 | -15 | 0.9 | 15
CCOC(=O)C1CCCN(C(=O)CC(C)c2ccccc2)C1 (configuration not stated) | -15 | 1 | 7
CN1CCN(C2CCCCCC2)CC1 | 0 | 0.9 | 2
CCOC(=O)C1CCCCN1Cc1cc(Cl)ccc1O (configuration not stated) | -13 | 0.9 | 2
CCc1nc2c(c(=O)[nH]1)C1(CCCC1)Cc1ccccc1-2 | -20 | 0.9 | 11

This is a subset. The share of hits here may be higher or lower than overall.
